# EPAC1 ag: activates human EPAC1 exchange factor; O95398; EPAC1 agonist qHTS, biochemical assay; response scale: 100% = response to 6.5 mM cAMP; Potency, µM (top dose mostly 154 µM), for the others: at the top dose activation, hits mostly activators; 360,000 compounds, 0.073% hits; note: nearly all actives have a fitted effect of over 60% in size
#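 Nucleotide exchange assay: 100 nM EPAC1 with 250 nM Rap1B loaded with BODIPY-GDP and 50 uM GDP, room temperature. Fluorescence (480/540 nm) read every 5 min for 30 min; signal change normalized to 6.5 mM cAMP as full agonist.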
# EPAC2 ag: activates human EPAC2 exchange factor. Q8WZA2. EPAC2 activation, biochemical qHTS; response scale: 100% = 6.5 mM cAMP response. Potency, µM (doses to about 154 µM), for the others: top-dose activation, actives largely listed as activators. 360,000 compounds, 0.079% hits. AID 720711; note: nearly all actives have a fitted effect of over 50% in size
#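 Fluorescence exchange assay: 100 nM EPAC2 with 250 nM RAP1B-BODIPY-GDP and 50 uM GDP; compounds tested as a concentration-titration series (qHTS). Loss of Rap1-bound BODIPY-GDP fluorescence read at 480/540 nm; data normalized to 6.5 mM cAMP.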
# EPAC2 antagonist: EPAC2 (human) antagonism. Q8WZA2. EPAC2 GEF exchange of Rap1B-BODIPY-GDP, fluorescence. Potency, µM (titrated, usually from 114 µM), for the others: top-dose activity, negative = inhibition, most hits filed as inhibitors. 360,000 compounds, 0.18% hits. AID 720708; note: % is set by controls: 0 for no effect and ±100 for the full control effect; nearly all actives have a fitted effect of over 45% in size; many of its hits are not listed in these tables
# FUS suppressor: FUS proteinopathy suppression in yeast | S. cerevisiae FUS-expressing, growth rescue, OD600, 24 h | Potency, µM (series often up to 76.6 µM), for inactives: at the highest dose growth rescue (activation), actives largely listed as activators | 390,000 compounds, 0.24% hits;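 note: plate controls were DMSO vehicle for no effect and reference control for full effect; nearly all actives have a fitted effect of over 55% in size; some results filed as inactive show a strong effect at the top dose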
#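 Read-out: OD at 600 nm after 24hr at 30C, reporting rescue of FUS-induced yeast toxicity. Cells at OD 0.005 in galactose (2%) minimal medium; compounds tested in a dilution series; CP55940 titration from 92uM final as control.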
# EPAC1 antagonist: blocks human EPAC1 exchange factor; Potency, µM (highest dose often 115 µM), inactives show at the highest dose activity change, negative = inhibition, hits mostly inhibitors; O95398; 360,000 compounds, 0.14% hits; EPAC1 GEF assay, Rap1b-BODIPY-GDP exchange fluorescence;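 note: plate controls were vehicle for no effect and positive control for full effect; nearly all actives have a fitted effect of over 50% in size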
# TDP43 rescue: rescues yeast growth from TDP-43 toxicity. AID 652104. TDP-43 expressing yeast growth rescue, BacTiter-Glo, 24 h. 410,000 compounds, 1.8% hits. Potency, µM (titrated, usually from 46.1 µM), without a hit: top-dose growth rescue (activation), actives largely listed as activators; note: % of control where 0% means no effect; nearly all actives have a fitted effect of over 50% in size
#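 Cell-based yeast growth screen: TDP-43 expression induced in galactose, inoculum OD600=0.02 after raffinose pregrowth to mid-log. Read-out BacTiter-Glo luminescence at 24 hr, 30 deg C; inhibition of toxicity seen as signal increase.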
# aSyn rescue: rescues yeast growth from alpha-synuclein toxicity; Yeast expressing alpha-synuclein, growth rescue, BacTiter-Glo, 24 h; Potency, µM (top dose mostly 46.1 µM), inactives show at the highest dose growth rescue (activation), usual class: activators; 370,000 compounds, 0.14% hits; AID 652106; note: % of control where 0% means no effect; nearly all actives have a fitted effect of over 65% in size
#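 Readout is rescue of growth in alpha-synuclein-expressing yeast, so inhibitors of toxicity appear as activators. Growth after 24 hr at 30 deg C in galactose medium is quantified by luminescence.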
# PTHR1 agonist: PTHR1 (human) receptor agonism | Potency, µM (titrated, usually from 115 µM), for inactives: at the highest dose activation, usual class: activators | HEK293 GP2 PTHR1 cells, GloSensor cAMP luminescence, 1 h | 410,000 compounds, 0.075% hits | Q03431; note: nearly all actives have a fitted effect of over 55% in size; some results filed as inactive show a strong effect at the top dose; inactives centre near -15; many of its hits are not listed in these tables
# Target sequence (Q03431 whole entry, looked up): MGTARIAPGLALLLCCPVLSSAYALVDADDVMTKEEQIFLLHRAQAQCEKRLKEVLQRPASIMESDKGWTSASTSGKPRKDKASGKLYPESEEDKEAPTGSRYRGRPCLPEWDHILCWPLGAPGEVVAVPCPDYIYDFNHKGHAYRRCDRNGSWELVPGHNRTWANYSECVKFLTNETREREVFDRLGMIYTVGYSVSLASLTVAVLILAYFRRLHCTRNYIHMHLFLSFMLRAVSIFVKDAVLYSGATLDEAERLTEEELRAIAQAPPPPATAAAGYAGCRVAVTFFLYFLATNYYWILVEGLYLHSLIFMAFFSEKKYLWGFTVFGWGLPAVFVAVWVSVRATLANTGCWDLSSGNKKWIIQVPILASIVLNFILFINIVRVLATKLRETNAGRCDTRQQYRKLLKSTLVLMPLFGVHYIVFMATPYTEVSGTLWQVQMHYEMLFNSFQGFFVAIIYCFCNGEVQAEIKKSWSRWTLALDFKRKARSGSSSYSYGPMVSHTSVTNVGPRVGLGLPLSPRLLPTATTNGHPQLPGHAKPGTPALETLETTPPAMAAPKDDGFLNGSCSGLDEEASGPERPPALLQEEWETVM
#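 HEK-293-derived GP2 cells expressing PTHR1 and a GloSensor cAMP reporter, 3,000/well, plated overnight, given luciferin plus IBMX (each 0.5 mM as added) for 1 h at 37 °C, then compound for 1 h at 37 °C. Luminescence was read after 15 min at room temperature.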
# * marks the source's active call; other numbers are inactive results; i = inactive; ? = inconclusive; nt = not tested or not shown; [ ] = remark or other dose. Calls come from the whole dose curve; as a rule, active = well fitted curve in the direction sought with a large enough effect; inconclusive = small, poorly fitted or top-dose-only effect, or another doubt; inactive = no such curve, though single readings can be large; an effect the other way counts as inactive or inconclusive. Potency is the fitted concentration of half-maximal effect.
# Below each compound: EPAC1 ag	EPAC2 ag	EPAC2 antagonist	FUS suppressor	EPAC1 antagonist	TDP43 rescue	aSyn rescue	PTHR1 agonist
> O=C(NCc1ccco1)c1ccc(F)c(S(=O)(=O)N2CCCCC2)c1
→ 1%	-1%	-3%	10%	2%	9%	0%	-20%
> CC(C)(C)c1ccc(CS(=O)(=O)CC2(O)CCN(C(=O)c3cccc(C(F)(F)F)c3)CC2)cc1
→ 3%	1%	-6%	-1%	1%	-7%	nt	i
> COc1ccc2c(c1)-c1nc(/N=C/c3cccc(OC)c3O)sc1CC2
→ -9%	-7%	-7%	nt	?	?	1%	-18%
> CC(C)n1c(SCC(=O)N2CCCCC2)nc2c1c(=O)n(C)c(=O)n2C
→ 2%	1%	-4%	-25%	9%	-9%	5%	i
> COCCNC(=O)C1CCCN(C(=O)c2cc(C)nn2C(C)(C)C)CC1 (configuration not stated)
→ 8%	1%	-7%	-9%	1%	23%	2%	-24%
> COC(=O)c1sccc1NC(=O)c1cc(OC)c(OC)c(OC)c1
→ 1%	-5%	8%	-2%	18%	-14%	0%	i
> Nc1cc(Cl)nc(N/N=C/c2ccc([N+](=O)[O-])cc2)n1
→ 5%	-14%	0%	?	-20%	6%	0%	-1%
> O=C(Nc1cccc(S(=O)(=O)NC2=NCCC2)c1)c1ccccc1
→ 5%	4%	-13%	nt	-5%	-15%	-1%	i
> CCOC(=O)C(CC)n1cnc2c(nnn2-c2ccccc2)c1=O (configuration not stated)
→ -3%	-7%	5%	-36%	-21%	19%	3%	i
> COc1ccc(NS(=O)(=O)c2ccc3oc(SCc4ccc(F)cc4)nc3c2)cc1
→ 11%	4%	-1%	13%	-26%	-13%	-1%	-28%
> CNC(=S)NCCc1ccc(OC)c(OC)c1
→ 3%	-8%	-1%	1%	6%	6%	1%	-13%
> N#Cc1ccc(OCC(=O)NC2=NCCS2)cc1
→ -9%	2%	13%	-3%	0%	0%	4%	i
> O=C(COC(=O)Cc1c(Cl)cccc1Cl)NCCC1=CCCCC1
→ 3%	2%	9%	12%	0%	?	6%	-7%
> CCCCCN(C(=O)NC(=O)Nc1ccc(C)cc1)S(=O)(=O)c1ccccc1
→ -2%	-5%	4%	nt	-9%	?	2%	-7%
> Cc1ccc2nc(NC(=O)COC(=O)CSc3nc(C)cc(C)n3)sc2c1
→ 4%	12%	-1%	32%	0%	-14%	-4%	i
> O=C(Nc1ccc(F)cc1)c1ccccc1CC[N+](=O)[O-]
→ 8%	13%	8%	-7%	-9%	5%	-11%	-8%
> Cc1cccc(CN2CCC(C(=O)Nc3cccc(-c4cscn4)c3)CC2)n1
→ 1%	10%	0%	-8%	-15%	-1%	-4%	-36%[inhibitor]
> COc1cccc(C(=O)OCC(=O)c2ccc(Br)s2)c1
→ 11%	14%	10%	3%	10%	?	10%	-38%[inhibitor]
> COc1ccc(-c2cc(=O)oc3cc(OCC(=O)N4CCOCC4)ccc23)cc1
→ 6%	2%	2%	-15%	1%	-4%	1%	-19%
> C=CCOc1ccc(CNc2nccs2)cc1OCC
→ -6%	5%	10%	23%	1%	-7%	-1%	i
> CCOc1ccc(N(CC(=O)N2CCN(Cc3ccccc3)CC2)S(C)(=O)=O)cc1
→ 18%	9%	10%	-21%	8%	13%	1%	-41%[inhibitor]
> O=C(O)c1cc2nc3c(c(C(F)(F)F)n2n1)CCCC3
→ 0%	9%	5%	-5%	3%	11%	1%	0%
> CCc1ccc(NC(=O)CC2C(=O)NCCN2C(=S)Nc2ccccc2)cc1 (configuration not stated)
→ -10%	-3%	2%	1%	4%	17%	-14%	i
> O=C(Nn1cnnc1)c1ccc(F)cc1
→ -1%	15%	11%	-16%	4%	5%	-2%	-5%
> COc1ccc(NC(=O)COc2ccc(N(C)S(=O)(=O)c3ccc(Cl)cc3)cc2)cc1OC
→ 18%	8%	7%	nt	0%	4%	1%	-92%[inhibitor]
> Cc1cccc(S(=O)(=O)Nc2ccc(-n3c(C)nc4ccccc4c3=O)cc2)c1
→ -4%	3%	-2%	14%	12%	30%	2%	-21%
> Cc1cccc(NC(=S)NCCO)c1C
→ -1%	4%	12%	1%	-9%	8%	2%	i
> Cc1cccc(-n2cc(-c3ccccc3)c3c(N4CCOCC4)ncnc32)c1
→ 18%	10%	-9%	44%	-2%	?	11%	-28%
> CC1=C(C(=O)OCc2ccccc2)C(c2cccc(Cl)c2Cl)NC(=O)N1CCCCCC(=O)O (configuration not stated)
→ -12%	3%	?	17%	-4%	0%	-1%	-3%
> CCOc1cccc(-c2c(C(=O)N/N=C(\C)c3ccncc3)nnn2-c2nonc2N)c1
→ 6%	-1%	-5%	-5%	1%	4%	-1%	i
> COc1ccc(NC(=S)Nc2cc(-c3ccccc3)[nH]n2)cc1Cl
→ 23%	23%	-3%	27%	1%	-21%	-1%	i
> CC(C)CNC(=O)COc1cccc(C(=O)NCc2ccccc2)c1
→ 4%	1%	-14%	0%	-2%	-4%	-4%	-10%
> CCn1c(COc2ccc(C)cc2)nnc1SCC(=O)NCc1ccco1
→ -7%	0%	13%	10%	-1%	-14%	-1%	0%
> COc1cccc(CC2(CO)CCCN(C(=O)c3cc[n+]([O-])cc3)C2)c1 (configuration not stated)
→ -2%	18%	1%	6%	5%	-9%	-1%	i
> Cc1ccc(/C=N/NC(=O)c2nnn(-c3nonc3N)c2CN(C)c2ccccc2)s1
→ 9%	14%	-3%	?	2%	5%	0%	-9%
> Cc1ccc(S(=O)(=O)NCC(=O)OCC(=O)N2CCN(C(=O)c3ccco3)CC2)cc1C
→ -5%	6%	0%	0%	4%	10%	2%	-17%
> COCCN(CC(=O)Nc1ccccc1)S(=O)(=O)c1ccc(S(=O)(=O)N2CCCC2)cc1
→ -5%	4%	2%	-7%	-15%	19%	2%	i
> Cc1ccnc(NC(=S)NC(=O)/C=C/c2ccccc2)c1
→ -5%	6%	-2%	-15%	12%	-2%	0%	-14%
> Cc1ccc(C(c2nnnn2C2CCCC2)N2CCN(c3nc4ccccc4s3)CC2)cc1 (configuration not stated)
→ 2%	-19%	2%	12%	13%	11%	2%	-7%
> COc1cccc(/C=C/c2ccc3cccc(O)c3n2)c1OC
→ 4%	9%	1%	16%	-8%	14µM*	18µM*	-79%[inhibitor]
> CCCNC(=O)CCn1c(=S)oc2ccccc21
→ 0%	2%	2%	-4%	-11%	?	13%	i
> O=C(COc1ccc2ccccc2c1)NCC(=O)N/N=C/c1ccco1
→ 6%	4%	-2%	38%	1%	-17%	-4%	-19%[57.5 µM]
> COc1ccc(C(C(=O)NCC2CCCO2)N(C(=O)Cn2nnc3ccccc32)c2ccc(NC(C)=O)cc2)cc1 (configuration not stated)
→ 1%	10%	0%	19%	-7%	-9%	8%	i
> COc1ccc(S(=O)(=O)Nc2nnc(C)s2)cc1
→ -4%	-3%	10%	8%	1%	0%	0%	-5%[57.5 µM]
> C1=Cc2ccccc2Nc2ccccc21
→ 5%	8%	-9%	5%	-28%	11%	13%	-45%[inhibitor]

# One compound at a time, from the list above. Order of values: EPAC1 ag, EPAC2 ag, EPAC2 antagonist, FUS suppressor, EPAC1 antagonist, TDP43 rescue, aSyn rescue, PTHR1 agonist
# Entry for `COc1cccc(CC2(CO)CCCN(C(=O)c3cc[n+]([O-])cc3)C2)c1` (configuration not stated) → -2%, 18%, 1%, 6%, 5%, -9%, -1%, i
# Entry for `Cc1ccc(S(=O)(=O)NCC(=O)OCC(=O)N2CCN(C(=O)c3ccco3)CC2)cc1C` → -5%, 6%, 0%, 0%, 4%, 10%, 2%, -17%

# Carrying on:
# Below each compound: EPAC1 ag	EPAC2 ag	EPAC2 antagonist	FUS suppressor	EPAC1 antagonist	TDP43 rescue	aSyn rescue	PTHR1 agonist
> O=C(c1ccc2c(c1)OCO2)N1CCN(c2ccc(Cl)cc2)CC1
→ 9%	18%	-3%	7%	0%	?	10%	-24%[57.5 µM]
> Cc1ccccc1-n1c(SCC(=O)N2CCN(c3ccccc3)CC2)nnc1-c1ccncc1
→ -2%	-5%	5%	29%	4%	10%	0%	i
> Cc1nc2c(nc1C)C(=O)c1ccccc1C2=O
→ 8%	1%	1%	nt	1%	18µM*	-9%	i
> CC1(C)CC(=O)c2cc(N=C/C(C(=O)c3ccccc3)=C(\O)c3ccccc3)c(=O)oc2C1
→ 7%	3%	-4%	5%	-11%	2%	12%	-27%
> CCC1CCCCN1C(=S)NC(=O)c1cccs1 (configuration not stated)
→ 2%	9%	-4%	-4%	-5%	-12%	-6%	i
> O=C(NN1C(=O)c2ccccc2NC1c1ccco1)c1ccc([N+](=O)[O-])cc1 (configuration not stated)
→ -8%	-1%	-18%	-24%	-4%	16%	1%	i
> Cc1ccc(C)c(NC(=O)CN(C)C(=O)c2cccc(-n3cccc3)c2)c1
→ 2%	-10%	-1%	16%	-25%	17%	2%	i
> CN(C)C(=O)CSc1nnc(CCNC(=O)OC(C)(C)C)o1
→ 3%	11%	3%	-10%	-3%	12%	-3%	i
> COc1cc(NC(=O)N2CCN(c3cc(-c4noc(C)n4)ccc3C)CC2)cc(OC)c1OC
→ nt	nt	nt	26%	nt	19%	1%	i
> CN(C)S(=O)(=O)Nc1ccc(Oc2ccccc2)cc1
→ 5%	9%	-2%	8%	1%	7%	-1%	i
> COC(=O)c1ccc(Cn2cnc3cnccc32)cc1
→ 6%	11%	2%	-14%	-2%	9%	-3%	4%
> CNC(=O)NC(=O)C(OC(=O)Cc1cccc(C(F)(F)F)c1)c1ccccc1 (configuration not stated)
→ -4%	-1%	-10%	-26%	?	-23%	0%	-56%[inhibitor]
> Cc1cccc(NC(=O)CN(C)C(=O)c2ccc3ccccc3n2)c1C
→ -8%	4%	18%	-6%	19%	25%	0%	i
> CCOC(=O)Cc1csc(NC(=O)CSc2nnnn2-c2ccc(F)cc2)n1
→ -3%	6%	4%	17%	3%	-10%	-1%	-5%[57.5 µM]
> COc1ccc(N(CC(=O)Nc2ccc3c(c2)OCCO3)S(=O)(=O)c2cccc(C)c2)cc1
→ 10%	11%	-5%	22%	-10%	13%	-4%	i
> COc1ccc(-c2nnc(SCC(=O)NC3CCCc4ccccc43)n2N)cc1 (configuration not stated)
→ 9%	-2%	-2%	-2%	5%	1%	3%	-53%[inhibitor]
> CN(C)CCn1c(C(=O)O)cc2ccccc21
→ -7%	13%	-2%	5%	-15%	-1%	-3%	0%
> CC1(C(=O)NS(=O)(=O)c2ccc(Br)cc2)CCN1C(=O)C/C=C/c1ccccc1 (configuration not stated)
→ 13%	7%	-9%	9%	-2%	13%	4%	-33%[inhibitor]

# Screening results deposited in PubChem BioAssay by National Center for Advancing Translational Sciences (NCATS).

# The list is partial. The share of hits here may be higher or lower than overall.
